# SIRT5 block: blocks human SIRT5 desuccinylation of peptide; Q9NXA8; Purified SirT5, succinyl-peptide AMC, trypsin-coupled fluorescence; inhibition, % at 15 µM; 1.1% of 330,000 active; in the data active means inhibition above about 15%; inconclusive means no clear call, values can overlap the other calls
# Target sequence (Q9NXA8 whole entry, looked up): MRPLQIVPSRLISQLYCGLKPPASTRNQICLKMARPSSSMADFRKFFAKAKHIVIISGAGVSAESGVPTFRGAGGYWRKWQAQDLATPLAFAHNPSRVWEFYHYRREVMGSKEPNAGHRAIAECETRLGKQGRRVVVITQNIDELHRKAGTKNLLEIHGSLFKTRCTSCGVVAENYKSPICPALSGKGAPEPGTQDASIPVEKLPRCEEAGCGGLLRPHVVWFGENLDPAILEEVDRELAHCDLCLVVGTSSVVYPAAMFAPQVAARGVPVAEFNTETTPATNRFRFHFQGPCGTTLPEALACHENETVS
# esBAF inh: inhibitors of esBAF chromatin remodeling in mouse ES cells | Bmi1-luciferase knock-in reporter, 24 h; 100% = twice the neutral-well signal | AID 602393 | 2% of 350,000 active | reporter increase, % at 12.5 µM; in the data active means activation above about 40%; inconclusive means no clear call, values can overlap the other calls;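 further: 0% = median of the plate's neutral control wells and 100% = double that signal; a rise in the Bmi1 reporter signal indicates esBAF inhibition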
# C2C12 statin: protects C2C12 myotubes from simvastatin toxicity; ATP luminescence, 48 h; scaled: DMSO 0, geranylgeraniol control 100; rescue of ATP level, % at 7.49 µM; 0.78% of 330,000 active;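 active means mean ATP rescue above about 67%, or every replicate alone reaching that limit, limit read from the data, passing the limit was not always enough; inconclusive means no clear call, values can overlap the other calls; inactive means mean under the limit and some replicate under it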;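 further: myotubes were challenged with 10 µM simvastatin during compound exposure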
# Casp6 inh: blocks human caspase-6 cleavage activity | P55212 | purified caspase-6, Z-VEID-R110 cleavage fluorescence | inhibition, % at 12.5 µM | 0.53% of 350,000 active | AID 686996;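 active means mean inhibition across replicates at least about 35%, with every replicate also reaching that limit, limit read from the data; inconclusive means only one of the two criteria met; inactive means neither criterion met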;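 further: 0% = median of neutral control wells and 100% = no fluorescence left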
# Target sequence (P55212 24-179 limits assumed): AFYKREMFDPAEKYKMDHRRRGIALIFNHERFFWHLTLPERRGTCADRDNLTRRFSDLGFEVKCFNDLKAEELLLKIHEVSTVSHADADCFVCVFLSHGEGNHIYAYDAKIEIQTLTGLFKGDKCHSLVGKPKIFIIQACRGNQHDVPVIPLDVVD
# Target sequence (P55212 194-293 limits assumed): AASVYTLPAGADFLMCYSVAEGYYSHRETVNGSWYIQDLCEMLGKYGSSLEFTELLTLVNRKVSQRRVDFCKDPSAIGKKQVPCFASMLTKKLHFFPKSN
# S100A4 inh HTS: S100A4-myosin IIA interaction inhibition; P26447; 0.14% of 360,000 active; S100A4/TAMRA-MyoIIA peptide fluorescence polarization; inhibition, % at 10.7 µM;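 active means mean inhibition of at least 70% across replicates, with every replicate also reaching that level; inconclusive means mean inhibition reaches 70% but some replicates fall short; inactive means mean inhibition below 70%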
# Target sequence (P26447 whole entry, looked up): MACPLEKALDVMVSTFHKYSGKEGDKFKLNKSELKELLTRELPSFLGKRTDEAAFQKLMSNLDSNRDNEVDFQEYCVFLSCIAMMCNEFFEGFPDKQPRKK
#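 Test system – S100A4 monomer (human) · Compound – single-point compound testing · Schedule – 5 min incubation before reading · Probe or stimulus – TAMRA-labelled myosin IIA heavy-chain peptide probe, 5 nM · Benchmarks – neutral control DMSO, positive control TFP · Medium – Calcium-containing HEPES buffer, pH 7.2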
# FN deposition inh: fibronectin deposition inhibition. AH1F fibroblasts, Alexa488-fibronectin deposition fluorescence, overnight. inhibition, % at 12.6 µM. 0.086% of 350,000 active. AID 743247;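 active means mean inhibition across replicates of 30% or more, regardless of how many single replicates reach that level; inconclusive means mean under 30% yet at least half of replicates reach 30%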;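 further: positive control wells lacked labelled fibronectin entirely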
#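 Measured by – fluorescence 485/525 nm · System – AH1F fibroblast monolayer, labelled fibronectin deposition · Amount – 10000 cells per well · Buffer or medium – serum-reduced DMEM (2% serum) · Doses – single dose, pinned · Also added – fluorescent fibronectin at 24 nM final · Schedule – 1 h cell attachment, overnight exposure to compound and label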
# LGR2 inh: Drosophila LGR2 receptor signaling inhibition. HEK293 LGR2, CRE-luciferase, bursicon-stimulated, 4 h. inhibition, % at 9.99 µM. AID 720647. 0.35% of 380,000 active;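 active means drop in luminescence signal, shown as inhibition above about 50% in the replicate tests, limit read from the data, passing the limit was not always enough; inconclusive means probably only some replicates passing the limit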;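 further: agonist challenge used bursicon conditioned medium at about half maximal strength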
# * hit, by the source's call; ? = inconclusive; / = not tested or not shown.
SMILES,SIRT5 block,esBAF inh,C2C12 statin,Casp6 inh,S100A4 inh HTS,FN deposition inh,LGR2 inh
O=[N+]([O-])c1ccc(Cl)c(/C=N/n2c(-c3ccncc3)n[nH]c2=S)c1,-2,0,2,0,-2,-6,8
C#CCOCCOCCOCCNc1nc(N2CCN(C(=O)[C@H]([C@@H](C)CC)n3cc(CCCCN)nn3)CC2)nc(N2CCN(C(=O)[C@H](C)n3cc(CCC(=O)O)nn3)CC2)n1,/,0,-10,2,-2,9,12
O=C(O)c1ccc(/C=C2\SC(=S)N(Nc3ccccc3)C2=O)cc1,7,-1,-3,11,24,0,-3
COc1ccccc1-c1ccc2c(c1)O[C@H](CN(C)C(=O)c1ccccc1)[C@H](C)CN([C@H](C)CO)S2(=O)=O,-4,-1,-57,2,-4,/,-3
COC(=O)C[C@@H]1CC[C@@H]2[C@@H](COc3ccc(NC(=O)NCc4ccccc4)cc3C(=O)N2C)O1,/,3,-3,/,/,-3,-1
Cc1ccc(/C=N/NC(=O)CNC(=O)c2ccc(S(=O)(=O)N3CCCC3)cc2)o1,-5,/,/,-2,-5,-14,6
Cc1cc(C)cc(OCC(=O)O/N=C(\N)c2cccnc2)c1,0,/,/,-1,-8,-4,/
COc1cc(/C=C/CO)cc(OC)c1O[C@@H]1O[C@H](CO)[C@@H](O)[C@H](O)[C@H]1O,-2,-47,9,0,2,1,-14
CC(=O)c1c(C)[nH]c(C(=O)OCc2ccc(F)cc2Cl)c1C,2,19,-10,-5,-4,-21,-20
CCc1ccc(NC(=O)CSCc2ccc(C(=O)O)cc2)cc1,-3,/,/,1,2,-4,-4
CC(C)C(NS(=O)(=O)c1cccc2nsnc12)C(=O)NCc1ccco1 (stereo not drawn),-5,-7,0,4,-6,1,2
O=S(=O)(c1ccccc1F)N1CC[C@@H]2[C@@H](CO)Nc3ccc(-c4ccccc4F)cc3[C@@H]21,1,-6,16,0,3,2,18
O=C(CN1CCN(c2ccc(F)cc2)CC1)NCc1ccc(Cl)cc1,-2,0,5,0,-1,2,-7
COc1ccc(C(=O)OC(C)C(=O)NC(C)CCc2ccccc2)cc1OC (stereo not drawn),-2,6,6,-4,4,3,-3
CCN(CC)C(=S)SCC(=O)NC12CC3CC(CC(C3)C1)C2,3,/,/,22,0,-2,/
C=CCNC(=S)Nc1cccc(N)c1,/,10,1,-1,-3,7,3
N#Cc1ccc(-c2ccc3c(c2)[C@H]2[C@H](CCN2C(=O)C2CCCC2)[C@@H](CO)N3)cc1,-2,/,/,0,-5,9,-2
COc1ccc(Oc2ccccc2/C=N/O)cc1,/,-4,15,/,/,/,13
O=C(C[C@H]1C[C@@H]2c3cc(NC(=O)Nc4ccccc4)ccc3O[C@@H]2[C@@H](CO)O1)NCCN1CCCCC1,-3,-2,4,-1,-9,/,-8
CCCC(=O)Nc1ccc2c(c1)C(=O)N(C)C[C@H](OC)[C@H](C)CN[C@@H](C)CO2,-7,-1,3,-1,4,-5,-12
COc1cc2c(c(OC)c1OC)C(=O)C(=Cc1ccccc1)O2,/,6,-3,-1,-32,/,1
Nc1ccc(C(=O)NCCCSc2ccccc2)cc1[N+](=O)[O-],-2,-3,2,-1,-1,-9,-3
Cc1ccc(C(=O)Oc2ccc3c(c2)ncn3C)cc1,-9,-5,19,2,-14,/,-53
CC(C)N(Cc1ccccc1)C(=O)CN1C(=O)NC2(CCCc3ccccc32)C1=O (stereo not drawn),-1,5,5,-6,-13,/,-12
COc1ccc(N(C(C)C(=O)NCCSCc2cccc(Cl)c2)S(C)(=O)=O)cc1 (stereo not drawn),3,-1,9,-2,-5,2,-3
C[C@@H]1CN([C@@H](C)CO)C(=O)Cc2cc(NC(=O)NC3CCCCC3)ccc2O[C@@H]1CN(C)C(=O)Nc1ccc(C(F)(F)F)cc1,5,9,-59,/,-62,2,-17
CCCSc1nnc2[nH]c(=O)cc(N)n12,/,2,5,/,/,/,0
CCn1cc(C(=O)NCCCN2CC(C)CC(C)C2)c2cc(OC)c(OC)cc2c1=O (stereo not drawn),/,-3,-4,/,/,-22,/
Nc1c(C(=O)NCCc2ccccc2)nnn1Cc1ccc(Cl)cc1,/,12,-13,/,/,-2,/
N#Cc1cccc(-c2ccc3c(c2)[C@@H]2[C@@H](CCN2C(=O)CN2CCOCC2)[C@H](CO)N3)c1,/,1,-14,/,/,1,-6
CC1=Nn2c(nnc2C2CCCCC2)SC1,/,1,1,/,/,1,/
CC(C)(C)C(=O)Nc1ccccc1C(=O)Nc1ccncc1,/,-13,-4,/,/,-11,/
CN(C)c1cc(N/N=C/c2ccc(Cl)cc2)nc(N(C)C)n1,1,/,/,1,-4,-6,6
COC(=O)CCN(c1ccccc1)S(=O)(=O)c1cc(-c2cc(C)no2)ccc1OC,-3,0,-12,5,-2,-1,3
O=C(O)CC(NC(=O)C(c1ccccc1)c1ccccc1)c1cccc([N+](=O)[O-])c1 (stereo not drawn),-5,/,/,0,-11,0,-16
CC(=O)NC(C)c1nc2ccccc2n1Cc1ccccc1F (stereo not drawn),/,-5,7,/,/,9,/
CC(C)c1ccc(NC(=S)NC2CCCCCC2)cc1,0,/,/,-1,0,12,-26
CN(Cc1ccc(Cl)s1)C(=O)CCl,0,/,/,1,1,/,11
COC(=O)c1ccc(N2CCN(c3ccccc3)CC2)nc1,2,50*,2,-3,3,-4,-42
COc1ccc(-n2c(COc3ccccc3)n[nH]c2=S)cc1,4,-6,7,1,0,0,/
CCOc1ccc(/C=C/C2=NNC(=O)CC2)cc1,3,9,-4,-1,-2,5,-35
CC(C)NC(=O)CCS(=O)(=O)c1cccc2nonc12,/,1,2,/,/,3,/
O=C(Nc1cccc(S(=O)(=O)N2CCCCC2)c1)c1cc(=O)[nH]c2ccccc12,-1,/,/,4,-10,1,-1
CC(=O)Nc1cccc(-c2ccnc3c2CC(C)(C(=O)Nc2ccc4c(c2)OCO4)O3)c1 (stereo not drawn),-1,-5,-67,1,-1,-6,-19
Cc1ccc(S(=O)(=O)Nc2cccc(-n3cnnn3)c2)cc1C,-1,5,-4,-1,-2,-14,3
CO[C@@H]1CN(C)C(=O)c2cc(NC(=O)NC(C)C)ccc2OC[C@@H](C)NC[C@@H]1C,/,0,-2,/,/,-17,8
CCCCSCc1cc(C(=O)O)oc1C(C)(C)C,-3,/,/,-1,1,-12,-6
CC12C=CC(=O)C=C1C(F)CC1C3CCC(O)(C(=O)CO)C3(C)CC(O)C12F (stereo not drawn),/,8,22,2,?,/,12

# Some of these compounds in order of their number in S100A4 inh HTS, largest number first:
molecule	S100A4 inh HTS
COc1ccc(-n2c(COc3ccccc3)n[nH]c2=S)cc1	0
Cc1ccc(S(=O)(=O)Nc2cccc(-n3cnnn3)c2)cc1C	-2
O=C(Nc1cccc(S(=O)(=O)N2CCCCC2)c1)c1cc(=O)[nH]c2ccccc12	-10

# Next part.
SMILES,SIRT5 block,esBAF inh,C2C12 statin,Casp6 inh,S100A4 inh HTS,FN deposition inh,LGR2 inh
CCOC(=O)C1CCN(C(=O)c2ccc3c(c2)NC(=O)/C(=C/c2ccccc2)S3)CC1,-10,12,-6,-1,-9,7,8
O=C(O)c1cc(-c2ccc(/C=C3\NC(=O)N(c4ccccc4)C3=O)o2)ccc1Cl,8,6,2,25,0,6,6
Cc1nc2cc(Cl)c([N+](=O)[O-])cc2s1,-8,/,/,-5,0,2,1
O=C(Nc1cccc(Cl)c1)N1C[C@H]2[C@@H](c3ccccc31)[C@H](CO)N2Cc1ccncc1,0,11,-27,-2,8,/,-3
CCOc1ccccc1NC(=O)c1nc(S(=O)(=O)Cc2ccccc2)ncc1Cl,-2,-64,-66,0,-6,3,3
Cc1ccccc1NC(=O)CCC(=O)OCC(=O)c1ccc(-c2ccccc2)cc1,/,-13,0,/,/,-17,/
COc1ccc(C(=O)Nc2ccccc2C(=O)N2CCOCC2)cc1OC,1,3,-2,-1,-2,1,13
COc1ccc(CCN2C(=O)NC(NC(C)=O)(C(F)(F)F)C2=O)cc1OC (stereo not drawn),0,/,/,1,1,-4,/
Cc1nn(-c2ccccc2)c(Cl)c1/C=C1/C(=N)N2N=C(C(C)C)SC2=NC1=O,5,/,/,0,-5,7,16
Clc1ccc(OCc2nn[nH]n2)cc1,1,0,7,0,-2,3,2
CCOC(=O)c1cc(-c2ccccc2)nc2c1c(C)nn2-c1ccccn1,/,-6,-16,/,/,/,-10
Oc1ccccc1Nc1nc(NCc2ccccc2)c2ccccc2n1,-3,/,/,1,5,2,45
COCCn1c(SCc2nc3cc(OC)c(OC)cc3c(=O)[nH]2)nnc1-c1ccncc1,/,-3,4,/,/,/,-6
CC(C)(C)c1ccc(CN2C3=NCCCN3c3ccccc32)cc1,/,-23,-71,/,/,10,/
CCCC[C@@H]1CNC(=S)N1CCC12CC3CC(CC(C3)C1)C2,/,1,-5,0,1,-18,6
O=C(N/N=C/c1cccc([N+](=O)[O-])c1)c1cc2c(ccc3ccccc32)o1,-1,7,-17,1,11,/,-13
Cc1ccc(C2=N/C(=C\c3ccc(F)cc3)C(=O)N2)cc1,-3,15,-8,2,2,/,-29
CN(C(=O)CSc1ncnc2sccc12)c1c(N)n(Cc2ccccc2)c(=O)[nH]c1=O,-1,-2,-8,1,-2,-7,-3
O=C(CSc1nnc(SCc2ccc(F)cc2)s1)Nc1ccc(C(=O)O)cc1,-3,/,/,25,-14,22,0
C[C@H]1CN([C@@H](C)CO)C(=O)c2cccc(NS(C)(=O)=O)c2O[C@H]1CN(C)C(=O)NC1CCCCC1,-9,1,-15,1,-16,/,5
CC1Cc2ccccc2N1C(=O)CSc1nncs1 (stereo not drawn),-5,-1,4,0,-1,-7,5
Cc1cccn2c(=O)c3cc(C#N)c(=O)n(-c4c(C)n(C)n(-c5ccccc5)c4=O)c3nc12,/,-6,2,/,/,-9,/
O=[N+]([O-])c1cc2c(cc1/C=N/Nc1nc(Nc3ccccc3)nc(N3CCCCC3)n1)OCO2,/,40,-41,/,/,4,/
CC(=O)N1c2ccc(S(=O)(=O)N3CCCC3C(=O)NCc3ccc(Cl)cc3)cc2CC1C (stereo not drawn),/,8,4,-2,3,-1,-7
CC1CCCN(C(=O)CSc2nc3ccccc3o2)C1 (stereo not drawn),/,29,-4,/,/,5,/
COc1ccc(C=O)cc1Oc1nc(Cl)ncc1F,3,-6,1,2,4,6,4
O=C(CCNC(=O)c1ccccc1Cl)Nc1nc(-c2ccccc2Cl)cs1,2,55*,11,2,4,-13,8
CC(C)NC(=O)Nc1ccc2c(c1)C(=O)N([C@@H](C)CO)C[C@@H](C)[C@H](CN(C)S(C)(=O)=O)OCCCC[C@@H](C)O2,0,-4,/,-3,5,-10,0
S=C(NCCc1ccccc1)Nc1ccccc1,-6,/,/,1,-1,-4,-29
CCCCn1c(SCC(=O)N2CCC(C)CC2)nc2cc(S(N)(=O)=O)ccc21,-1,7,5,5,0,/,-7
C[C@@H]1CN([C@H](C)CO)C(=O)c2cc(NC(=O)Nc3ccc(C(F)(F)F)cc3)ccc2O[C@@H](C)CCCCO[C@H]1CN(C)S(=O)(=O)c1cn(C)cn1,/,12,-53,/,/,/,6
CN(Cc1ccccn1)C(=O)C1CCC(=O)N(Cc2cccc(F)c2)C1 (stereo not drawn),9,-5,5,-1,5,-3,2

# A different layout for part of the listing above.
Structure	SIRT5 block	esBAF inh	C2C12 statin	Casp6 inh	S100A4 inh HTS	FN deposition inh	LGR2 inh
COC(=O)C[C@@H]1CC[C@@H]2[C@@H](COc3ccc(NC(=O)NCc4ccccc4)cc3C(=O)N2C)O1	/	3	-3	/	/	-3	-1
CC(=O)NC(C)c1nc2ccccc2n1Cc1ccccc1F (stereo not drawn)	/	-5	7	/	/	9	/
CCCSc1nnc2[nH]c(=O)cc(N)n12	/	2	5	/	/	/	0

# Some of the compounds tested. The share of hits here may be higher or lower than overall.
